# ATXN viability: Viability Counterscreen for Primary qHTS for Inhibitors of ATXN expression; S2 cells (HEK-293 line with an ATXN2-luciferase reporter) viability, CellTiter-Fluor protease fluorescence, 24 h; Potency, µM (titrated, usually from 56.7 µM), usual class: cytotoxic; 400,000 tested, 0.49% active; AID 651635, 2014; further: potency means the concentration at half of the fitted maximal effect; nearly all actives have a fitted effect of over 40% in size
# A549 tox: Nrf2 qHTS screen for inhibitors: counterscreen for cytotoxicity | 390,000 tested, 0.16% active | Potency, µM (series often up to 46 µM), for inactives: at the highest dose activity change, negative = cytotoxicity, most hits filed as inhibitors | AID 504648, 2011 | A549 ARE-Fluc cells, CellTiter-Fluor viability, 18-24 h; further: potency means the concentration at half of the fitted maximal effect; on the % scale 0 is the no-effect control and ±100 the full control effect
#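 A549 ARE-Fluc cells in 5% FBS OPTI-MEM, 5000 cells/well, rested 2 h then exposed to compounds in concentration-response for 18-24 h at 37 °C. Viability by CellTiter-Fluor fluorescence (Ex 405/Em 525) after 30 min; luciferase luminescence (BugLite, 15 min, RT) read afterwards.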
# MCF10A rerep: A quantitative high throughput screen for small molecules that induce DNA re-replication in MCF 10a normal breast cells; AID 624296, 2012; 350,000 tested, 2.9% active; MCF 10A DNA re-replication, Hoechst nuclear intensity, 48 h; Potency, µM (series often up to 46.1 µM), for inactives: at the highest dose activity, positive = re-replication, hits mostly activators; further: potency means the concentration at half of the fitted maximal effect; % of control where 0% means no effect; nearly all actives have a fitted effect of over 50% in size
# HepG2 tox: qHTS for Inhibitors of TGF-b: Cytotox Counterscreen | HepG2 CAGA-GFP viability, ATP luminescence, 18 h | AID 588856, 2011 | Potency, µM (titrated, usually from 46.1 µM), without a hit: at the highest dose activity change, negative = cytotoxicity, most hits filed as cytotoxic | 410,000 tested, 0.76% active; further: potency means the concentration at half of the fitted maximal effect; some results filed as inactive show a strong effect at the top dose
#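 CellTiter-Glo luminescence gave cytotoxicity after 18 hours at 37 degrees C. The cells were HepG2 CAGA-GFP in 1% FBS DMEM, stimulated with 500 pg/mL TGF-beta after compound addition. %Activity was normalised to no-cell wells (complete cell-killing) and DMSO (no toxicity), and curves were fitted and classified.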
# ATXN2 expr inh: Primary qHTS for Inhibitors of ATXN expression | HEK-293 ATXN2-luciferase reporter, luminescence, 24 h | Potency, µM (doses to about 57 µM), for inactives: at the top dose activity change, negative = inhibition, hits mostly inhibitors | 360,000 tested, 0.72% active | AID 1745845, 2022; further: potency means the concentration at half of the fitted maximal effect; on the % scale 0 is the no-effect control and ±100 the full control effect; nearly all actives have a fitted effect of over 55% in size
#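 qHTS (up to 57 uM final) was run with 24 h compound exposure of reporter cells at 37 °C. Each well was multiplexed: SteadyGlo luminescence measured ATXN2-luciferase expression after a fluorogenic Gly-Phe-AFC viability readout (25 uM final).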
# TGFb SMAD3 inh: qHTS for Inhibitors of TGF-b; HepG2 CAGA-GFP TGF-b/SMAD3 reporter, GFP fluorescence, 18 h; TGF-beta stimulated, 500 pg/mL final; Potency, µM (highest dose often 46.1 µM), inactives show at the top dose activity, negative = inhibition, actives largely listed as inhibitors; 410,000 tested, 1.2% active; further: potency means the concentration at half of the fitted maximal effect; on the % scale 0 is the no-effect control and ±100 the full control effect; nearly all actives have a fitted effect of over 65% in size
#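 HEPG2 CAGA-GFP cells (1000/well, DMEM with 1% FBS) were pre-incubated 2 h at 37 degrees C, given compound by pin tool, then stimulated with TGF-beta at 500 pg/mL final for 18 h before per-cell GFP fluorescence imaging.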
# Nrf2 ARE act: qHTS of Nrf2 Activators | AREc32 ARE-luciferase reporter (MCF7-derived line), luminescence, 24 h | Potency, µM (doses to about 46.1 µM), inactives show at the highest dose activation, hits mostly activators | 410,000 tested, 0.31% active | AID 624171, 2012; further: potency means the concentration at half of the fitted maximal effect; % of control where 0% means no effect; nearly all actives have a fitted effect of over 65% in size
#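 Quantitative high-throughput format: AREc32 reporter cells, 1000 per well, received compound by pin transfer and were incubated 24 hr at 37 deg C, 5% CO2, before Steady-Glo luminescence detection.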
# Nrf2 block: Nrf2 qHTS screen for inhibitors. 360,000 tested, 2.1% active. A549 ARE-Fluc reporter, luciferase luminescence, 18-24 h. Potency, µM (titrated, usually from 46 µM), for inactives: at the highest dose activity change, negative = inhibition, most hits filed as inhibitors; further: potency means the concentration at half of the fitted maximal effect; on the % scale 0 is the no-effect control and ±100 the full control effect; nearly all actives have a fitted effect of over 60% in size
#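 Quantitative HTS in A549 cells stably bearing an antioxidant response element-firefly luciferase construct. Inhibition of Nrf2-driven transcription was scored by luminescence after 18-24 h of compound exposure at 37 °C.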
# IL1B secr inh: qHTS for Inhibitors of Inflammasome Signaling: IL-1-beta AlphaLISA Primary Screen; 360,000 tested, 4.7% active; activity change, % at 57.5 µM; THP-1 LPS/ATP IL-1B secretion, AlphaLISA, 16 h; stronger effect = lower value; in the data active means activity change below about -50%; inconclusive means mostly about -30% to -49%; further: on the % scale 0 is the no-effect control and ±100 the full control effect
#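 THP-1 cells pretreated 1 hr with compounds (up to 57.5 uM final), then stimulated with LPS (250 ng/mL final) plus ATP (1.25 mM final); secreted IL-1B measured by AlphaLISA after 16 hr, decreased signal indicating inhibition.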
# The depositor's hits bear a star; i = inactive; ? = inconclusive; . = not tested or not shown; & = joins results of further samples; [ ] = dose if it differs, or a comment. Unless noted, the call rests on the fitted dose curve; in most records, active means well fitted curve in the direction sought with a large enough effect; inconclusive means small, poorly fitted or top-dose-only effect, or another doubt; inactive means no such curve, though single readings can be large; an effect the other way counts as inactive or inconclusive.
SMILES,ATXN viability,A549 tox,MCF10A rerep,HepG2 tox,ATXN2 expr inh,TGFb SMAD3 inh,Nrf2 ARE act,Nrf2 block,IL1B secr inh
Cc1ccc(S(=O)(=O)Nc2ccccc2CNc2ccccn2)cc1,i,2%,1%,-13%,27%,?,-0.3%,7%,6
CCCCN(CC)CCCNC(=O)c1cn(C)c(=O)c2c1c1ccccc1n2C,i,0%&5%,0%,14%&-12%,7%,8%&-1%,3.8%&2.2%,1%&10%,6
COc1ccc(-c2cn3nc(N4CCC(C(=O)NCc5ccccc5F)CC4)sc3n2)cc1,.,13%,.,-9%,.,0%,3.7%,?,.
Cc1ccc2c(NC(=O)C3CC3)cccc2n1,?,-3%,8%,3%,-13%,15%,0.4%,.,0
COC(=O)[C@H](C)NC(=O)Nc1cc(Cl)ccc1C,i,1%,?,-19%,-4%,0%,0.1%,3%,0
O=c1c(Cc2ccc(F)cc2)c(O)ccn1Cc1ccc(Cl)cc1Cl,i,-8%,2%,1%,-11%,?,-1.2%,1%,15
CC1CCN(Cc2nc3c(c(=O)n(C)c(=O)n3C)n2CCc2ccccc2)CC1,i,?,1%,-9%,-5%,24%,0.2%,10%,-1
CC1(C)CC(=O)C2=C(C1)OC1=C(C(=O)CC(C)(C)C1)C2c1cccc([N+](=O)[O-])c1,i,.,.,-22%,.,0%,4.5%,.,-14
O=C(Nc1ccc(F)cc1)C1CC2CCC1C2 (stereo not given),i,12%,-3%,-11%,.,-9%,3.0%,?,18
CC(C)Oc1cccc(C(=O)C2CCCN(C(=O)c3ccnn3C)C2)c1 (stereo not given),i,-12%,-2%,-17%,.,4%,1.0%,-23%,7
Cc1ccn2c(NC3CCCCC3)c(-c3cccc(-c4cccc(Cl)c4)c3)nc2c1,i,1%,21µM*,-41%,-5%,?,0.1%,-4%,0
C=CCNC(=O)c1onc(CSc2ccccc2F)c1C(=O)O,i,0%,2%,2%,112%[activator],-22%,0.3%,-11%,27
COCCNC(=O)C(c1ccc(O)cc1)N(C(=O)CCC(=O)Nc1nccs1)c1ccc(C)cc1 (stereo not given),i,-6%,6%,7%,1%,-1%,-0.7%,-8%,0
CC(C)Oc1ccc(CNC(=O)C2COc3ccccc3C2)cc1 (stereo not given),i,7%,.,-18%,39%[activator],-18%,4.3%,.,.
COc1ccc(N(C(=O)Cn2nnc3ccccc32)C(C(=O)NCc2ccco2)c2ccncc2)cc1 (stereo not given),i,1%,-35%[inhibitor],4%,8%,5%,0.0%,-7%,4
O=C(c1cnc2c(c1)COc1ccccc1-2)c1ccccc1O,?,-2%,.,-29%,10%,?,0.3%,5%,.
CS(=O)(=O)N(CC(=O)NCc1ccc2c(c1)OCO2)Cc1ccccc1,?,-2%,?,2%,-15%,-8%,0.4%,4%,-5
O=C(NCC(=O)N1CCC(Cc2ccccc2)CC1)c1ccccc1F,i,.,.,-30%,.,7%,-0.4%,.,?
O=C(NCCc1ccccc1F)N[C@@H](Cc1ccccc1)C(=O)O,i,3%,?,0%,.,10%,0.1%,7%,-5
Cc1ccc(CNC(=O)CNC(=O)c2ccco2)cc1,i,6%,-12%,-11%,-7%,-15%,-0.3%,-1%,2
CCCOC1CCCN(C(=O)c2ccc(OC3CCN(Cc4ccccn4)CC3)cc2)C1 (stereo not given),?,-7%,7%,-2%,-18%,0%,-0.3%,-22%,0
CCc1ccccc1N(C)C(=O)Nc1cn(CC(C)C)c(=O)c2ccccc12,i,-1%,.,-73%,3%,5%,0.5%,?,.
COc1ccc(C(=O)NCCCSc2ccccc2)cc1F,i,-20%,-18%,-2%,-15%,32%[activator],-0.8%,?,-18
CSc1n[nH]c(=O)n1-c1cccc(Cl)c1,i,0%,-1%,15%,20%,-3%,-0.9%,5%,13
Cc1cccc(NC(=O)CCSc2nnc(Cc3ccccc3)o2)c1,i,-3%,1%,-13%,5%,-33%,-0.1%,2%,0
C/C(CC(=O)Nc1ccc(OCc2ccccc2)cc1)=N\NC(=O)C(=O)Nc1cccc(C)c1,i,5%,15µM*,-46%,39%[activator],?,3.4%,6%,?
CC(=O)Nc1cccc(-c2nc3ccccc3s2)c1,?,1%,-14%,-15%,17%,-6%,2.6%[9.22 µM],?,-21
O=Cc1cccn1-c1ccc(O)cc1,i,1%,-4%,0%,1%,2%,0.3%,5%,13
CC(C)(C)S(=O)(=O)N1Cc2ccc(CO)cc2[C@@H]1CCO,i,-1%,-6%,8%,12%,1%,-0.6%,3%,9
CCN(CC)CCOC(=O)/C=C/c1ccccc1,i,11%,0%,-18%,.,-15%,4.8%,4%,-6
O=C(c1ccc([N+](=O)[O-])cc1Cl)N1CCN(Cc2ccccc2)CC1,i,.,.,-12%,.,-16%,-0.3%,.,27
COc1ccc(Cc2c(-c3ccc(F)cc3)nc3cc(C)c(Br)c(C)n23)c(C)c1,i,.,.,.,29%,.,6.9%,.,81
Cc1nnc(SCC(=O)NNC(=O)COc2ccc(Br)cc2)n1C,i,0%,-20%,1%,-1%,-16%,-0.1%,7%,-2
COc1cc(O)oc1C=Nc1ccc(C(F)(F)F)cc1,i,-11%,19%,-1%,-8%,16%,2.6%,-5%,?
COc1ccc(OC)c(NC(=O)C(CC(C)C)NC(=O)C2CCCCC2)c1 (stereo not given),i,0%,3%,-10%,?,-2%,1.9%,15%,0
COc1ccc2[nH]c(=O)c(CN(Cc3nnnn3Cc3ccco3)C3CCCCC3)cc2c1,i,2%,30%,6%,?,-17%,2.4%,3%,-11
Cc1cccc(C)c1NC(=O)CNC(=O)c1ccc(N2CCCC2)c([N+](=O)[O-])c1,i,-17%,-3%,-2%,8%,0%,-1.1%,-6%,?
COc1ccccc1C(=O)N1CCN(C(=O)[C@H]2O[C@@H](n3ccc(=O)[nH]c3=O)[C@H](O)[C@@H]2O)CC1,i,.,.,-20%,-5%,17%,-0.3%,.,-20
Cc1ccc(CN(CC(=O)NCc2ccccn2)S(=O)(=O)c2ccccc2)cc1,i,9%,5%,-5%,3%,-1%,0.3%,-17%,0
COc1ccc(NC(=O)CSC2=NC(=O)CC(C)=N2)cc1,i,-2%,-2%,6%,4%,-6%,0.3%,3%,-5
COc1ccc(/C=N/NC(=O)c2ccncc2)cc1[N+](=O)[O-],i,-5%,3%,4%,-15%,11%,-0.3%,14%,-8
Cc1cc(NC(=O)Nc2ccc(Cl)c(Cl)c2)n(-c2ccccc2)n1,i,0%,17%,-23%,-26%,?,-0.5%,?,-29
CCOc1cc(CNS(=O)(=O)c2ccc3c(c2)CC(=O)N3C)cc(OCC)c1OCC,i,-1%&2%,12%,-6%&1%,4%&-8%,12%&-8%,0.1%&-0.3%,-6%&-4%,32
CCC(CO)Oc1cc(NCc2cccc(C)c2)c2ncn(C(C)C)c2c1 (stereo not given),?,-1%,-1%,-19%,-26%,-8%,-4.6%,6%,18
O=C(NC1CCC(NC(=O)C(F)(F)C(F)F)CC1)C(F)(F)C(F)F (stereo not given),i,-2%,1%,0%,0%,19%,-0.1%,.,0
COc1ccc(CNCC(O)(c2ccccc2)c2ccccc2)cc1,i,1%,0%,-29%,-18%,-9%,5.6%,?,-78*
Cc1cccc(-c2nc3scc(CCNC(=O)c4ccccc4Cl)n3n2)c1,i,-1%,.,-10%,-14%,4%,?,.,.
O=CNc1c(Br)cc2c(c1Br)Cc1cc(Br)ccc1-2,i,1%,6%,1%,2%,-16%,7.5%,?,10
COC(=O)c1ccc(NC(=O)c2cc(=O)c3ccc(C)cc3o2)cc1,i,3%,.,4%,10%,5%,0.0%,23%,.
COc1cc(NS(=O)(=O)c2ccc(NC(=O)CN3C(=O)c4ccccc4C3=O)cc2)ncn1,i,-1%,3%,4%,3%,6%,-0.7%,7%,37
COc1ccc(C(=O)N2CCCCC2C(=O)Nc2ccc(-n3nc(C)cc3C)cc2)o1 (stereo not given),i,-3%,0%,-2%,-6%,-2%,0.3%,-3%,?
O=C(C1CCN(S(=O)(=O)c2cccs2)CC1)N1CCCCCC1,i,9%,-1%,2%,28%,-28%,-0.4%,20%,3
CC(=O)N(CCc1cccc(C)c1)Cc1cc2cc(C)ccc2[nH]c1=O,i,7%,2%,-30%,.,1%,2.0%,?,13
CCC(CC)NC(=O)COC(=O)c1cc(Br)ccc1Cl,?,-11%,-10%,-20%,0%,1%,-0.4%,11%,13
COc1cc(-c2cnc3c(NC=O)cc(-c4cccnc4)cn23)cc(OC)c1OC,i,.,.,-20%,-16%,34%[activator],10%,.,99
COc1ccccc1NS(=O)(=O)c1ccc(C(=O)NCC(c2ccc(F)cc2)N2CCOCC2)cc1 (stereo not given),i,3%,14%,1%,.,16%,1.6%,2%,17
Cc1cccc(C)c1NC(=O)CSCCO,i,1%,3%,-7%,9%,10%,-0.5%,9%,-2
CN1C(=O)/C(=C/c2ccc(C(F)(F)F)cc2)Sc2ccc(C(=O)N3CCN(c4ccccn4)CC3)cc21,i,4%,?,-13%,-17%,-13%,-0.6%,0%,4

# IL1B secr inh: hit marks shown above
molecule | TGFb SMAD3 inh | Nrf2 ARE act | Nrf2 block | IL1B secr inh
COc1ccc(CNCC(O)(c2ccccc2)c2ccccc2)cc1 | -9% | 5.6% | ? | -78*

# Source: PubChem
